TROY NFkB inh: blocks TROY-dependent signaling in reporter cells; Q293 LMP1-TROYcd NF-kB luciferase reporter, 4 h; inhibition, % at 10 µM; actives 0.98% (n = 360,000); AID 1347056;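 active means compounds whose plate-normalised and pattern-corrected inhibition of the luciferase reporter signal at the single screening dose is 50% or more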
TWEAK-Fn14 inh: inhibitors of TWEAK-Fn14 interaction signaling. actives 2% (n = 360,000). inhibition, % at 10 µM. TWEAK-stimulated Fn14 reporter cells, luciferase luminescence, 8 h; in the data active means inhibition above about 50%
NCOA1 inh: inhibitors of human steroid receptor coactivator 1 (SRC1) | HEK293 GAL4-SRC1 luciferase reporter, luminescence | inhibition, % at 3.6 µM | AID 588354 | actives 0.12% (n = 360,000) | Q15788;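 active means inhibition above the campaign mean plus 3 SD, with each screening campaign given its own cutoff, cut at about 60% in these data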;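 further: 0% = DMSO treated cells and 100% = gossypol at 36 µM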
NCOA3 inh: inhibitors of human steroid receptor coactivator 3 (SRC3); Q9Y6Q9; HEK293 GAL4-SRC3 luciferase reporter, luminescence; inhibition, % at 3.6 µM; actives 0.17% (n = 360,000); AID 588352;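 active means inhibition above a per-campaign cutoff, the mean of all compounds plus 3 SD, cut at about 60% in these data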;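 further: 0% = DMSO-treated cells and 100% = gossypol-treated cells at 36 µM; higher means less SRC3-driven luciferase light from the GAL4 reporter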
LMP1 NFkB inh: Epstein-Barr LMP1 NF-kappaB reporter inhibition. LMP1-induced NF-kappaB luciferase reporter cells, luminescence. inhibition, % at 12.5 µM. actives 0.69% (n = 350,000). AID 504558; in the data active means inhibition above about 41%;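 further: 0% = neutral control wells and 100% = reference inhibitor control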
TRAIL sens C8: sensitizes caspase-8 expressing cells to TRAIL; inhibition (viability loss, TRAIL sensitization), % at 10 µM; actives 1% (n = 360,000); NB7+C8 cells + TRAIL, ATPlite viability luminescence;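 active means compounds causing at least 50% loss of cell viability in the single-dose screen, relative to plate controls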
Shn3 inh set2: inhibitors of Schnurri-3 3'UTR reporter in osteoblasts; Clone20 osteoblast Shn3 3'UTR firefly luciferase, 24 h; inhibition, % at 12.5 µM; actives 0.52% (n = 360,000); AID 588674;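 active means mean inhibition of at least 75% with every replicate also reaching 75%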;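 further: 0% = median of neutral control wells and 100% = pilot-screen positive control compound; some compounds past the cut are filed as inactive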
NR2F2 inh: NR2F2 (human) inhibition, primary screen | P24468 | AID 686940 | inhibition, % at 8.6 µM | HEK293T NGFI-A luciferase reporter, luminescence | actives 0.7% (n = 370,000);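 active means inhibition above a per-plate cutoff, mean inhibition of test wells between control levels plus 3 SD, cut at about 38% in these data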;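 further: cells cotransfected with COUP-TFII expression vector driving the NGFI-A reporter; 0% = median of COUP-TF2 test wells and 100% = reporter-only cells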
Target sequence (P24468 whole entry, looked up): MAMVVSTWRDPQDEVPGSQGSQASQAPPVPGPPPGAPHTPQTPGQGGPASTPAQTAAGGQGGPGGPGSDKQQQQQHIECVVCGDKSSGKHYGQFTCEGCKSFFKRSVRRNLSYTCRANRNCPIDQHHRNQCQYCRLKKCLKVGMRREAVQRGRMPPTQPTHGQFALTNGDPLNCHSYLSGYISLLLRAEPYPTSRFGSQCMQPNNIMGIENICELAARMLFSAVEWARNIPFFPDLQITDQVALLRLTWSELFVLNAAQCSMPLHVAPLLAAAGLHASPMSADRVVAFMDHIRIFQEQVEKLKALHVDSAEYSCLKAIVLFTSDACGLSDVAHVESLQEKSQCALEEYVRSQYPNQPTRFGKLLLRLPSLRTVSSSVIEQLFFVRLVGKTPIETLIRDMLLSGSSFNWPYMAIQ
CF NFkB block: inhibitors of cystic fibrosis induced NF-kB | KKLEB NF-kB-GFP reporter, PAF-induced, GFP fluorescence overnight | inhibition, % at 5 µM | actives 0.86% (n = 360,000) | AID 588850;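 active means at least 50% inhibition at 5 µM, scaled per plate between neutral and stimulator controls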;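 further: PAF is a Pseudomonas aeruginosa culture filtrate used as stimulus; plate controls were PAF-stimulated DMSO wells for no effect and unstimulated DMSO wells for full effect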
KKLEB cytotox: reduces viability of KKLEB cystic fibrosis airway cells | KKLEB CF airway cells viability, ATPlite luminescence, overnight; active compounds read low; cells stimulated with P. aeruginosa culture filtrate | activity change (cytotoxicity), % at 5 µM | actives 0.36% (n = 360,000) | AID 602141;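 active means corrected activity change at or below -50% at 5 µM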
NR5A2 inv ag: inverse agonists of human LRH-1 (NR5A2); O00482; HEK293T StAR-luciferase reporter, LRH-1 transfected, 24 h; inhibition, % at 3.6 µM; actives 0.13% (n = 360,000); AID 602396;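 active means inhibition above the mean inhibition of all tested compounds plus 3 SD, cut at about 73% in these data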;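 further: 0% = DMSO wells and 100% = reporter-only cells lacking LRH-1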
Target sequence (O00482 whole entry, looked up): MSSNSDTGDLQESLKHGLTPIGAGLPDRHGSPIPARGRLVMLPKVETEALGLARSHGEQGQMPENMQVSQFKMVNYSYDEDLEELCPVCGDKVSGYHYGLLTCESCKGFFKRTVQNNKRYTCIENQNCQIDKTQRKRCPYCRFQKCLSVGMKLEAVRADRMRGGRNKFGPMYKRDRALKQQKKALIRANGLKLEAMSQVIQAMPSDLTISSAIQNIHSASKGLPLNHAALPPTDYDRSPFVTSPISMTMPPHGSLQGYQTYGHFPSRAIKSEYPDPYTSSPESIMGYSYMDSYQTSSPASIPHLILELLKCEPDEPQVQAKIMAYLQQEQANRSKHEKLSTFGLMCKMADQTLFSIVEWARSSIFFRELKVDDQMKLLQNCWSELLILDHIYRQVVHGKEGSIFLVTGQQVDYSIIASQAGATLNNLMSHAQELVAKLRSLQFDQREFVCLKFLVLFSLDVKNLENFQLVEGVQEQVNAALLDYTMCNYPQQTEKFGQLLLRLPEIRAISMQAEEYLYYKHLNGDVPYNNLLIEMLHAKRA
An asterisk follows results filed as active; nt = no result given. Some of the compounds tested; count on the stated rates, not on these rows.

SMILES | TROY NFkB inh | TWEAK-Fn14 inh | NCOA1 inh | NCOA3 inh | LMP1 NFkB inh | TRAIL sens C8 | Shn3 inh set2 | NR2F2 inh | CF NFkB block | KKLEB cytotox | NR5A2 inv ag
NC1(C#Cc2ccc3c(=O)c4ccccc4sc3c2)CCCCC1 | 49 | 81* | -11 | 10 | 8 | 12 | -31 | 10 | 0 | -11 | -31
CCOP(=O)(OCC)C(NC(=O)Nc1ccc(C)c(Cl)c1)c1ccccc1 (stereo not given) | -18 | 11 | -4 | 10 | 5 | 5 | -16 | 15 | 20 | 4 | 2
CCN(CC)S(=O)(=O)c1ccc(N2CCCC2)c(NC(=O)c2ccccc2OC)c1 | 1 | 5 | -5 | 8 | -5 | 4 | 8 | 1 | -9 | 6 | 7
O=C(CSc1nnc(NC(=O)c2ccccc2F)s1)NC1CCCC1 | -21 | 1 | -93 | -50 | -2 | 38 | -49 | -30 | 0 | 3 | -50
O=C1NC[C@@H](CCCCN2C[C@H](Cc3ccc(O)cc3)N(CCC3CCCCC3)C(=O)C2=O)N(CCC2CCCCC2)C1=O | 15 | -2 | nt | nt | nt | -6 | nt | 2 | nt | nt | -15
CCc1ccc(C2C(C#N)=C(N)SC(N)=C2C#N)cc1 | 0 | 6 | -44 | -11 | -8 | -31 | -3 | 18 | 17 | 6 | 4
O=C(CN1CCN(c2ccc(F)cc2)CC1)NC(=O)NCc1ccco1 | 4 | -5 | -17 | 13 | -10 | -4 | -11 | 5 | 1 | 1 | -15
C=C(C)Cn1c(-c2ccccc2)nc2ccccc21 | 15 | -10 | -29 | 5 | 0 | 5 | -3 | 3 | -4 | 2 | 20
CC(C)C[C@@H]1COc2cc(N3CC[C@H](O)C3)ccc2S(=O)(=O)N1 | -5 | 4 | nt | nt | nt | -8 | nt | -9 | nt | nt | 12
CC1CCN(C(=O)CSc2nnc(-c3ccncc3)n2C)CC1 | -4 | -8 | -56 | 1 | 15 | -8 | 0 | 6 | 3 | -11 | -17
COc1ccccc1NC(=O)CSc1nnc(CSc2nc(C)cc(C)n2)o1 | 8 | 3 | -2 | -6 | 2 | -5 | 10 | 10 | -5 | 9 | -3
Cc1ccc(S(=O)(=O)N2C[C@H]3C(=O)C[C@@H](c4ccc(Cl)cc4)N(S(=O)(=O)c4ccccc4C)[C@H]3C[C@H]2c2ccc(Cl)cc2)cc1 | -4 | -18 | 10 | 8 | 0 | 1 | 30 | 22 | -2 | -4 | -5
COCCN(C(=O)c1csnn1)C(C(=O)NC1CCCC1)c1ccccc1 (stereo not given) | 1 | 2 | -4 | 4 | -1 | 7 | 4 | -10 | -2 | 2 | 7
COC(=O)C1CCN(C(=O)/C=C/c2ccc(OC)cc2)CC1 | -20 | -18 | -83 | -84 | 10 | 13 | -49 | -39 | 9 | -1 | -168
COc1ccc(/C=C/C(=O)NC(=S)N2CCN(c3ccccc3OC)CC2)cc1 | -37 | -19 | -55 | -63 | -21 | 8 | -81 | -20 | -5 | -9 | -14
Cc1ccc(C)c(OC(=O)c2cccnc2Cl)c1C | 5 | 1 | -11 | -19 | 3 | 22 | -14 | -2 | 29 | -18 | -19
Cc1ccccc1C(=O)Nc1ccnn1C1CCN(Cc2ccccn2)CC1 | 2 | 1 | -11 | 23 | -1 | -6 | -1 | 3 | 8 | -6 | 4
Cc1ccc(S(=O)(=O)N2CCN(C(=O)c3ccccn3)CC2)cc1 | -8 | 2 | 15 | 10 | -1 | 2 | 9 | 0 | 2 | 2 | -2
Cc1cccc(NC(=O)CSc2nnnn2C)n1 | 3 | 1 | -21 | -8 | -10 | 0 | 3 | 6 | -6 | 5 | 0
COC(=O)c1ccc(C2=NOC(C)(c3nnc(Cc4ccccc4)o3)C2)cc1 (stereo not given) | 0 | 1 | 3 | 2 | -9 | -13 | -1 | -14 | 6 | -8 | -4
COc1ccccc1/C=C(/C(=O)OCC(=O)Nc1ccccc1C(C)C)c1ccccc1 | 20 | 29 | -8 | 6 | 2 | -4 | 18 | 14 | 8 | -8 | -1
O=C(Cn1c2[n+](c3ccc(C(F)(F)F)cc31)CCCCC2)Nc1ccc(Br)cc1 | -1 | -17 | -2 | 12 | -5 | -5 | -11 | nt | -1 | 0 | -11
O=S(=O)(Nc1ccc2cn[nH]c2c1)c1ccc(Cl)s1 | 7 | 30 | -4 | -20 | -1 | 26 | 6 | -1 | 5 | 4 | 8
CCCCN(CC)c1nc(-c2ccncc2)nc2ccccc12 | 26 | 57* | 12 | 1 | 6 | 3 | 11 | 26 | 34 | -14 | 7
CCC(C)c1ccccc1OCCOCCN1CCCC1 (stereo not given) | -18 | 9 | 11 | 9 | 0 | 2 | 17 | 21 | 1 | 12 | -2
(further entries)
SMILES | TROY NFkB inh | TWEAK-Fn14 inh | NCOA1 inh | NCOA3 inh | LMP1 NFkB inh | TRAIL sens C8 | Shn3 inh set2 | NR2F2 inh | CF NFkB block | KKLEB cytotox | NR5A2 inv ag
COC(=O)CSc1nc(SC)nc2c1sc1nc(-c3ccco3)c3c(c12)CC(C)(C)OC3 | 15 | 10 | -60 | 15 | -3 | -4 | -6 | -5 | 2 | -1 | 1
O=C(NCc1cccc(C(F)(F)F)c1)c1ccc2sc(COCCO)nc2c1 | 4 | -7 | 8 | -22 | nt | -12 | -7 | -7 | -5 | -8 | -27
COc1cccc(C(=O)N2c3ccccc3Sc3ccccc32)c1 | 14 | 34 | -1 | 14 | 13 | 15 | 10 | 23 | -2 | 4 | -10
COc1ccc([N+](=O)[O-])cc1N(CC(=O)N1CCOCC1)S(C)(=O)=O | -1 | 8 | -2 | 6 | -14 | -6 | 3 | 2 | 7 | 5 | 1
O=C(CN(C1CCCCC1)S(=O)(=O)c1ccccc1)NCC1CCCO1 (stereo not given) | 9 | 19 | 4 | 8 | -17 | -13 | 7 | 13 | 12 | 3 | -25
COc1ccc(/C=C/C(=O)N2c3ccccc3Sc3ccc(C(F)(F)F)cc32)cc1 | 15 | -28 | 16 | -9 | 1 | 7 | -12 | 3 | 13 | -8 | 15
COC(=O)c1ccccc1NC(=O)C1CCN(C(=O)c2cc(OC)c(OC)c(OC)c2)CC1 | 13 | -11 | -36 | 21 | -2 | -10 | -1 | 7 | 0 | 10 | -2
COCCn1c(SCC(N)=O)nnc1-c1c[nH]c2ccccc12 | -5 | 6 | -5 | 1 | -4 | 14 | -12 | -19 | -6 | -1 | 13
O=C(Cc1cccs1)N1CCCC(c2nc(-c3ccc(S(=O)(=O)N4CCCC4)cc3)no2)C1 (stereo not given) | 18 | 15 | -5 | 6 | 2 | 4 | 30 | 5 | 10 | 5 | 40
Cn1c(N)c(C#N)c2c(c1=S)COC(C)(C)C2 | 11 | 1 | -15 | -18 | 1 | -9 | -40 | 4 | 4 | 9 | -2
O=c1c(Cl)c(Cl)cnn1Cc1nnc(-c2ccccc2Br)o1 | 64* | 92* | -30 | -13 | -107 | -5 | 78 | -6 | 84* | -25 | -16
CCOC(=O)c1c(NC(=O)c2cc(C(C)C)on2)sc(C(C)=O)c1C | 12 | -4 | -38 | -5 | 2 | -10 | 6 | 7 | 6 | -7 | 13
COc1ccc(CCn2nnc(-c3ccc(NC(C)=O)c(Cl)c3)n2)cc1 | 0 | -35 | -5 | -23 | 1 | -11 | 6 | -12 | -12 | -6 | -22
CCOc1ccc(CC(=O)NNC(=S)NC2CCCCC2)cc1OCC | 28 | 5 | -8 | -2 | -3 | -9 | 10 | -6 | 12 | 3 | -3
CCOC(=O)CSC1=C(C#N)C(=O)NC(c2ccc(OC)cc2)S1 (stereo not given) | 9 | -2 | -9 | -6 | 1 | -7 | -6 | -10 | 0 | -1 | -4
CCN(C(=O)COC(=O)COc1ccc2c(C)cc(=O)oc2c1)C1CCS(=O)(=O)C1 (stereo not given) | 2 | -12 | -7 | 22 | -7 | -13 | 22 | 3 | 0 | 1 | 11
CC(=O)c1c(C)[nH]c(C(=O)Nc2cccc(C)c2C)c1C | 12 | 30 | 13 | -7 | 0 | -4 | 11 | -4 | -25 | 8 | 9
Cc1ccc(S(=O)(=O)N2CCCC2C(=O)OCc2ccccc2)cc1 (stereo not given) | 1 | -4 | -8 | 6 | -1 | -7 | -8 | -4 | 2 | 2 | 10
Cc1ccc(NNc2c(C)nc3ccccc3nc2=O)cc1 | -3 | 0 | -19 | -6 | -50 | 22 | -41 | 4 | -18 | 15 | -7
CC1CCN(C(=O)c2scc3c2OCCO3)CC1 | 17 | 9 | 25 | 22 | 23 | -10 | 5 | 21 | 32 | 1 | 0
Cc1cccc(C)c1N=C1NN=C(c2ccccc2F)CS1 | -25 | 11 | -19 | -29 | -9 | 4 | -22 | -26 | -17 | 1 | -64
O=C(NCCCn1ccnc1)c1cccc(S(=O)(=O)Nc2ccccc2F)c1 | -3 | 2 | -6 | 11 | 6 | 0 | 13 | -7 | 15 | -11 | -21
CN(C)S(=O)(=O)N(CC(=O)N1CCOCC1)c1ccccc1 | 0 | 1 | 4 | -1 | -3 | 14 | -2 | 6 | 22 | 0 | 12
O=C(NCc1ccccc1)c1cc(-n2cnnc2)ccc1Cl | 1 | 0 | 1 | -17 | -13 | 0 | 13 | 7 | 8 | -10 | 0
CCc1noc(C)c1C(=O)N(CC)CC(=O)Nc1cc(Cl)ccc1C | 1 | -2 | 0 | -23 | 1 | -2 | -3 | -1 | 7 | -2 | 0
(cont.)
SMILES | TROY NFkB inh | TWEAK-Fn14 inh | NCOA1 inh | NCOA3 inh | LMP1 NFkB inh | TRAIL sens C8 | Shn3 inh set2 | NR2F2 inh | CF NFkB block | KKLEB cytotox | NR5A2 inv ag
COc1ccc(Cl)cc1NS(=O)(=O)c1cc(Cl)ccc1OC | -4 | -7 | -9 | 16 | -3 | -1 | -1 | -8 | -5 | -6 | 10
O=C(CN1CCNCC1)Nc1ccccc1Cl | 8 | 2 | -7 | -11 | -1 | -11 | -5 | -3 | 5 | -11 | -2
COc1cc(OC)cc(-c2c(-c3cccs3)c3cc(-c4cnc(N)nc4)ccc3n2C)c1 | 10 | 2 | -1 | 12 | -9 | -5 | -2 | -11 | -10 | 29 | -17
CN(C(=O)c1cccc(NC(=O)Cc2ccc(NC(=O)C3CCCN(C(=O)C4CC4)C3)cc2)c1)C1CCC1 (stereo not given) | -1 | 1 | 11 | -6 | -2 | 21 | 8 | 7 | -14 | 11 | -2
COc1cccc(C(=O)N(C)Cc2c(C)nn(C3CCS(=O)(=O)C3)c2C)c1 (stereo not given) | 7 | 7 | 11 | 3 | 3 | 10 | -38 | -6 | -30 | 28 | 22
CC(=O)Nc1ccc(S(=O)(=O)NCC(C)NS(=O)(=O)c2ccc(NC(C)=O)cc2)cc1 (stereo not given) | 0 | 0 | -19 | 12 | -13 | -6 | 1 | -9 | 10 | -6 | -6
Cc1ccc(CN(C)C(=O)c2cc(COc3cccc(C(F)(F)F)c3)on2)o1 | 10 | 8 | -1 | 8 | -5 | 8 | -9 | -5 | -2 | 0 | 2
